RGS4 inhibitor – human RGS4 inhibition. Potency, µM (series often up to 114 µM), for the others: top-dose activity change, negative = inhibition, actives largely listed as inhibitors. actives 0.039% (n = 390,000). P49798. Transcreener GDP fluorescence polarization, RGS4-accelerated GTP hydrolysis; further: potency means the concentration at half of the fitted maximal effect; on the % scale 0 is the no-effect control and ±100 the full control effect; nearly all actives have a fitted effect of over 75% in size; some results filed as inactive show a strong effect at the top dose
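MLSMR compounds (23 nl, pin-transferred) preincubated 10 min at room temperature with a 500nM (2x) first reagent, then RGS4 at 900nM (2x) plus Transcreener GDP mix added; fluorescence polarization (620/688 nm) read before and after 90 min at 30 °C.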
LDHA block – inhibitors of human lactate dehydrogenase A | P00338 | purified LDHA, NADH/diaphorase-resazurin fluorescence; active compounds read low | activity change, % (values are at about 110 or 230 µM) | actives 0.15% (n = 480,000); in the data active means activity change below about -30%; inconclusive means mostly about -25% to -30%;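 further: plate controls were DMSO wells for no effect and wells without enzyme for full effect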
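Enzyme activity of human lactate dehydrogenase 5 (2 nM; 0.06 mM NADH, 0.2 mM pyruvate, 5 min, RT) is measured via a resazurin/diaphorase fluorescence readout of residual NADH.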
POLK inh – inhibitors of human DNA polymerase kappa. Q9UBT6. purified Pol kappa, fluorescent DNA synthesis assay, 10 min. Potency, µM (top dose mostly 107 µM), inactives show top-dose activity, negative = inhibition, actives largely listed as inhibitors. actives 0.53% (n = 400,000); further: potency means the concentration at half of the fitted maximal effect; on the % scale 0 is the no-effect control and ±100 the full control effect
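Fluorescent qHTS in 1536-well format: enzyme (10 nM) and compound sat 15 min at room temperature before 50 nM substrate (final) was added. Signal taken at 0 and 10 min; no-enzyme buffer wells were negative controls.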
ERG-DNA inh – inhibitors of human ERG Ets domain-DNA interaction; P11308; fluorescence polarization, His-ERG Ets domain / labelled DNA; Potency, µM (doses to about 76.9 µM), without a hit: at the highest dose FP activity, negative = inhibition, most hits filed as inhibitors; actives 0.028% (n = 370,000); AID 624246; active means well fitted inhibition curve with a large enough effect in the polarisation, with a control signal flat; inconclusive means small, poorly fitted or top-dose-only effect, or effect the other way, or a change in a side signal; inactive means no such curve, though single readings can be large or run the other way; the % refers to the polarisation;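 further: polarization taken with two DNA probes labelled with fluorescein and Texas red; potency means the concentration at half of the fitted maximal effect; % of control where 0% means no effect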
Target sequence (P11308 whole entry, looked up, the tested form may be a part): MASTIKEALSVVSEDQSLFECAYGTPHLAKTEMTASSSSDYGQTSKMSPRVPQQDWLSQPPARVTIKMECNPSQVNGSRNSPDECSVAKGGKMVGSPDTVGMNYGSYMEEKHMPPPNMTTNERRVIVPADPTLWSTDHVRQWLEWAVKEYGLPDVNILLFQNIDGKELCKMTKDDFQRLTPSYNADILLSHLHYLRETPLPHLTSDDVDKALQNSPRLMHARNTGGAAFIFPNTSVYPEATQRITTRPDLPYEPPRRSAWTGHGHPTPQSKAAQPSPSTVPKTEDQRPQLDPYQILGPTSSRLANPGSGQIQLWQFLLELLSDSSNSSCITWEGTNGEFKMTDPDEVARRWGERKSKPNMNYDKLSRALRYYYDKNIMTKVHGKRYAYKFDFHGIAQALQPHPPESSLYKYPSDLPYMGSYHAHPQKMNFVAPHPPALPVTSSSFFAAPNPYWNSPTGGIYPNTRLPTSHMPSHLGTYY
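His-tagged ERG Ets domain (1 uM in the protein solution; 300mM KCl, 50mM Tris-HCl, 1mM EDTA, 1mM DTT, pH 7.5) received compound, then a probe mix of 5 nM fluorescein-DNA and 100nM Texas-615-DNA. Fluorescence polarization was read for both dyes.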
Apoferritin bind – binds horse apoferritin like a general anesthetic; P02791; apoferritin/1-aminoanthracene competitive binding, fluorescence; Potency, µM (titrated, usually from 77.5 µM), for inactives: at the highest dose activity change, negative = displacement, actives largely listed as inhibitors; actives 0.074% (n = 350,000); AID 485281; further: potency means the concentration at half of the fitted maximal effect; on the % scale 0 is the no-effect control and ±100 the full control effect; nearly all actives have a fitted effect of over 20% in size
Target sequence (P02791 2-175 limits assumed): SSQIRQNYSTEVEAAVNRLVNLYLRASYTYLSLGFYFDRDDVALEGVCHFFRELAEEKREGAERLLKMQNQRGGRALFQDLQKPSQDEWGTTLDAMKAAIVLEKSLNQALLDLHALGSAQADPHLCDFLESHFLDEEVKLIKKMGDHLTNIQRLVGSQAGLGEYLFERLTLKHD
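Apoferritin-based anesthetic binding model; compound displacement of fluorescent 1-AMA measured as endpoint fluorescence after 10 minutes at room temperature, scaled to free-ligand and complex controls.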
ALOX12 inh – blocks human arachidonate 12S-lipoxygenase. P18054. purified 12hLO, xylenol orange hydroperoxide absorbance. Potency, µM (series often up to 108 µM), without a hit: at the highest dose activity change, negative = inhibition, most hits filed as inhibitors. actives 1.1% (n = 580,000). AID 1671190; further: potency means the concentration at half of the fitted maximal effect; on the % scale 0 is the no-effect control and ±100 the full control effect
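Purified human 12hLO (150 nM final) in 25 mM Hepes, 0.01% Triton X-100, pH 7.0 was preincubated 15 min at room temperature with compound. Then 40 uM arachidonic acid was added, 30 min. Hydroperoxide was read by Fe-XO absorbance ratio 573/405 nm.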
POLB inh – DNA polymerase beta (human) inhibition | P06746 | Pol beta primer extension/strand displacement, fluorescence kinetic | Potency, µM (top dose mostly 114 µM), inactives show top-dose activity change, negative = inhibition, most hits filed as inhibitors | actives 1.3% (n = 340,000); further: potency means the concentration at half of the fitted maximal effect; on the % scale 0 is the no-effect control and ±100 the full control effect
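Pol beta (10 nM) was preincubated with compound for 15 min at room temperature. The reaction was then started with 50 nM substrate and read immediately and after a further 10 min at room temperature.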
POLH inh – DNA polymerase eta (human) inhibition | Q9Y253 | recombinant Pol eta, fluorescent DNA replication assay | Potency, µM (series often up to 114 µM), inactives show at the top dose activity change, negative = inhibition, actives largely listed as inhibitors | actives 1.2% (n = 390,000); further: potency means the concentration at half of the fitted maximal effect; on the % scale 0 is the no-effect control and ±100 the full control effect
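Pol eta (10 nM) was preincubated with compounds for 15 min at room temperature, after which fluorescent replication substrate (50 nM final) was added to start the reaction. Fluorescence was read kinetically at 0 and 10 min.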
APEX1 inh – APE1 (human) endonuclease inhibition; actives 0.35% (n = 350,000); recombinant APE1, TAMRA/BHQ-2 abasic DNA cleavage fluorescence; Potency, µM (highest dose often 65.8 µM), for inactives: at the top dose activity change, negative = inhibition, hits mostly inhibitors;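 further: potency means the concentration at half of the fitted maximal effect; plate controls were vehicle for no effect and reference inhibitor for full effect; nearly all actives have a fitted effect of over 55% in size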
Target sequence (P27695 whole entry, looked up): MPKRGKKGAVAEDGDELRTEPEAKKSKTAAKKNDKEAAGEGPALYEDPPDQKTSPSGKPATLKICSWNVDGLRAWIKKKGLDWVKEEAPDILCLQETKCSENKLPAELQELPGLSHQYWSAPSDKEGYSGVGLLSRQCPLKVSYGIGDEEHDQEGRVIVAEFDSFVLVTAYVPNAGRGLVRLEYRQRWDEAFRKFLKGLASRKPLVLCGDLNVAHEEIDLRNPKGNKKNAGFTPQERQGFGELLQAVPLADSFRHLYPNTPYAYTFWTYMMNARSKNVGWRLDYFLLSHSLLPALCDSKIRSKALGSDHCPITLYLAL
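APE1 at 0.75 nM final was preincubated with compound 15 min at room temperature, then 50 nM double-stranded THF abasic-site substrate (5'-TAMRA/3'-BHQ-2) was added. Fluorescence (ex 525/em 598 nm) was read kinetically; third-minus-first read gave activity.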
Numbers without * were called inactive; ? = inconclusive; nt = no result given; & = joins results of further samples; [ ] = dose if it differs, or a comment. Unless noted, the call rests on the fitted dose curve; in most records, active means well fitted curve in the direction sought with a large enough effect; inconclusive means small, poorly fitted or top-dose-only effect, or another doubt; inactive means no such curve, though single readings can be large; an effect the other way counts as inactive or inconclusive. These rows are one share of the data; count on the stated rates, not on these rows.

| SMILES | RGS4 inhibitor | LDHA block | POLK inh | ERG-DNA inh | Apoferritin bind | ALOX12 inh | POLB inh | POLH inh | APEX1 inh |
| --- | --- | --- | --- | --- | --- | --- | --- | --- | --- |
| COc1cc(OC)cc(-c2c(-c3cccs3)c3cc(-c4ccc(OCc5ccccc5)cc4)ccc3n2C)c1 | 11% | -8 | -2% | 0% | nt | 6% | nt | -10% | 2% |
| OCCN(CCO)c1cc2c3ccccc3ccc2c2ccccc12 | -4% | 11 | -11% | 6% | nt | ? | nt | -8% | nt |
| O=C(CN1C(=O)CSc2ccccc21)N1CCc2ccccc21 | 25% | 6 | -1% | 6% | -24% | -13% | 0% | -5% | 2% |
| COc1ccc(NC(=O)c2cc(=O)[nH]c(=O)[nH]2)cc1S(=O)(=O)Nc1ccccc1Cl | 2% | -11 | 0% | 4% | -17% | 6% | ? | -12% | -7% |
| Cc1cc(NC(=O)CCCSc2nc(-c3ccco3)cc(C(F)(F)F)n2)no1 | -41% | -8 | -20% | -10% | -5% | -1% | 32% | -2% | 14% |
| Cn1cccc1Cc1nnc(SCC(=O)Nc2ccc3c(c2)OCCO3)n1-c1ccc(F)cc1 | -38% | 5 | 8% | -3% | ? | 475%[activator] | 0% | -27% | -9% |
| CC1CCN(C(=O)CC#N)CC1 | 0% | -4 | -9% | -15% | 5% | 0% | -18% | -21% | 12% |
| COc1ccc(C(O)(CCN2CCOCC2)c2ccccc2)cc1 (centres undefined) | 2% | -2 | 2% | -1% | 11% | 3% | -16% | -21% | 30% |
| CC1(C)Cc2ccccc2-c2nnc(-c3ccco3)n21 | -17% | 0&1 | 3% | -1% | -19% | 10%&-1% | -6% | -10% | 4% |
| CC(=O)N(OCc1ccc(OC(C)C)c(Cl)c1)C(C)=O | 31%[11.4 µM] | -8 | -7% | -7% | 1% | -9% | -4% | 31%[activator] | 1% |
| CC1CCN(C(=O)CCCl)c2ccccc21 (centres undefined) | 6% | -1 | -10% | 14% | nt | 7% | nt | -12% | nt |
| Cc1c(NC(=O)c2cc([N+](=O)[O-])ccc2N2CCOCC2)cccc1-c1nc2ccccc2o1 | -6% | -2 | 9% | 0% | -13% | 0% | 11% | -21% | nt |
| COc1ccc(N2CN=C3SCC(=O)N3C2)cc1 | -3%[11.4 µM] | 12 | -5% | 1% | -13% | 0% | 1% | -3% | -7% |
| CCO[C@@H]1OC(C(=O)NC2CC2)=C[C@H](c2csc3ccccc23)[C@H]1CCCO | -13% | 1 | -10% | 5% | -9% | 1% | -4% | -22% | 1% |
| CC1(CCC(=O)N2CCCC(N3CCN(c4cccc(C(F)(F)F)c4)CC3)C2)CC1 (centres undefined) | -24% | 2 | 11% | -10% | 0% | 0% | 10% | -17% | 14% |
| Cc1nc2ccn(Cc3cccnc3)c(=O)c2cc1C(=O)NCc1ccc(Cl)cc1 | -22% | -2 | 17% | 7% | -10% | -6% | 2% | 1% | nt |
| O=C(CSc1nnnn1-c1ccccc1)NC(=O)Cc1ccccc1 | -13% | 0 | -3% | -9% | nt | -24% | nt | -7% | -2% |
| CCOC(=O)C(CC)Sc1nnc2c3cc(C)ccc3n(C)c2n1 (centres undefined) | -7% | -1 | -4% | 5% | ? | -23% | -8% | -10% | -8% |
| CCCCc1nnc(NC(=O)CN2C(=O)NC3(CCCCC3)C2=O)s1 | 22% | -4 | -6% | -3% | -13% | -19% | 1% | -7% | 6% |
| O=C(NCCS(=O)(=O)N1CCN(c2ccccc2F)CC1)c1ccc(Cl)cc1 | 14% | -7 | -10% | 2% | nt | -24% | nt | -3% | 3% |
| O=C(CN1C(=O)c2ccc(Br)cc2C1=O)NCC1CCCO1 (centres undefined) | 16% | -8 | 1% | 12% | 0% | 0% | 28% | 2% | 15% |
| CC(Oc1ccccc1)C(=O)N1CCN=C1SCc1cccc(F)c1 (centres undefined) | 9%[11.4 µM] | 0 | 3% | 7% | -1% | 21% | -4% | ? | 0% |
| O=C(CCCOc1ccccc1)NCCc1nc2ccccc2[nH]1 | -15% | -2 | -5% | 19% | -5% | 19% | 3% | -17% | 0% |
| Cc1csc2nc(-c3ccc(NS(=O)(=O)c4cc(F)ccc4F)cc3)cn12 | -5% | -3 | -7%[60.1 µM] | 0% | -8% | -11% | 20% | -6% | nt |
| Cc1ccccc1NC(=O)N1CCc2cc(S(=O)(=O)N3CCC(C)CC3)ccc21 | 3% | -1&5 | -4% | -1% | 5% | -18%&-22% | 6% | nt | nt |
| CNS(=O)(=O)c1cccc(C(=O)OCC(=O)c2cc(C)n(CC3CCCO3)c2C)c1 (centres undefined) | ? | 1 | -2% | 6%[15.4 µM] | nt | 0% | nt | -14% | 2% |
| COc1ccc(CN2CCC(C)CC2)cc1OCc1ccccc1 | -3% | -4 | -11% | 1% | -2% | 3% | 3% | -8% | -16% |
| COc1ccc(C)cc1NC(=O)c1sc2nc(C)nc(N3CCOCC3)c2c1C | -2% | -4 | -7% | 1% | -1% | -5% | 48% | -8% | 3% |
| O=C(NC1CCCC1)c1cccc2c1C(=O)c1ccc(/C=C/c3ccccc3)cc1S2(=O)=O | 0% | -5 | -19% | -2% | nt | -12% | nt | -10% | 49%[activator] |
| O=c1ccc2cc(S(=O)(=O)N3CCN(c4ccccc4F)CC3)ccc2o1 | -2% | -7 | 1% | 9% | 0% | 2% | 37% | -27% | 6% |
| COc1ccc(/C=N\NS(=O)(=O)c2ccc(Br)cc2)cc1COc1ccccc1[N+](=O)[O-] | -27% | 1 | 6% | 7% | -8% | 23% | -24% | -7% | -3% |
| CCC(=O)N1CCc2cc(S(=O)(=O)NC(Cc3ccccc3)C(=O)NCc3cccc(OC)c3)ccc21 (centres undefined) | -19% | -8 | -34% | 1% | 5% | 2% | ? | -7% | nt |
| CCS(=O)(=O)Nc1cccc(-c2ccc3nnc(-c4cccnc4)n3n2)c1 | 7% | -16 | -7% | 3% | -4% | 2% | 3% | -13% | 52% |
| C[C@@H](NS(=O)(=O)c1cc(Cl)ccc1F)[C@H](O)c1ccccc1 | 8% | -11 | -1% | -7% | nt | -3% | nt | -11% | nt |
| Cc1ccc(/C=C2/CNC/C(=C\c3ccc(C)cc3)C2=O)cc1 | nt | nt | 5%[60.1 µM] | nt | ? | ? | nt | nt | 1% |
| COc1ccc(OC)c(C2CC(=O)Nc3c2c(=O)n(C)c2ncnn32)c1 (centres undefined) | 19% | -4 | -20% | -9% | 1% | -28% | -7% | -6% | nt |
| CCCn1c(=O)c2[nH]c(-c3ccc(OCC(=O)Nc4ccc(C#N)cc4)cc3)nc2n(CCC)c1=O | -1% | 0 | -41% | -6% | nt | -10%&0% | 9%[57.1 µM] | -5% | -21%&0%&1% |
| COc1cc(OC)cc(-c2c(-c3cccs3)c3cc(-c4ccn[nH]4)ccc3n2C)c1 | -14% | -1 | -28% | -3% | nt | 3% | nt | -14% | -17% |
| COc1ccc(-c2noc(C3CCCN(C(=O)c4cccc(F)c4)C3)n2)cc1 (centres undefined) | -2% | -1 | -5% | -2% | -16% | -6% | 29% | -11% | -10% |
| Cc1c(Cl)cccc1NC(=S)NCCC(C)C | 7%[11.4 µM] | -4 | -4% | 0% | 6% | 0% | -11% | -13% | 1% |
| COCCNC(=O)Cn1c(=O)n(Cc2ccc(C(=O)NCCc3ccc(OC)c(OC)c3)cc2)c(=O)c2ccccc21 | 1%&-14% | -6&-7 | 2%&-4% | -2%&-2% | -7%&-20% | 2%&-22% | -1%&16% | -21%&-16% | 0% |

Structural class, the entries above containing a Cl atom.
| SMILES | RGS4 inhibitor | LDHA block | POLK inh | ERG-DNA inh | Apoferritin bind | ALOX12 inh | POLB inh | POLH inh | APEX1 inh |
| --- | --- | --- | --- | --- | --- | --- | --- | --- | --- |
| COc1ccc(NC(=O)c2cc(=O)[nH]c(=O)[nH]2)cc1S(=O)(=O)Nc1ccccc1Cl | 2% | -11 | 0% | 4% | -17% | 6% | ? | -12% | -7% |
| CC(=O)N(OCc1ccc(OC(C)C)c(Cl)c1)C(C)=O | 31%[11.4 µM] | -8 | -7% | -7% | 1% | -9% | -4% | 31%[activator] | 1% |
| CC1CCN(C(=O)CCCl)c2ccccc21 (centres undefined) | 6% | -1 | -10% | 14% | nt | 7% | nt | -12% | nt |
| Cc1nc2ccn(Cc3cccnc3)c(=O)c2cc1C(=O)NCc1ccc(Cl)cc1 | -22% | -2 | 17% | 7% | -10% | -6% | 2% | 1% | nt |
| O=C(NCCS(=O)(=O)N1CCN(c2ccccc2F)CC1)c1ccc(Cl)cc1 | 14% | -7 | -10% | 2% | nt | -24% | nt | -3% | 3% |
| C[C@@H](NS(=O)(=O)c1cc(Cl)ccc1F)[C@H](O)c1ccccc1 | 8% | -11 | -1% | -7% | nt | -3% | nt | -11% | nt |
| Cc1c(Cl)cccc1NC(=S)NCCC(C)C | 7%[11.4 µM] | -4 | -4% | 0% | 6% | 0% | -11% | -13% | 1% |
